Screening results: PubChem BioAssay, several laboratories
AHR act = human AHR activation | P35869 | activation, % at 5 µM | AHR-responsive luciferase reporter cells, luminescence | AID 2796 | actives 2.5% (n = 320,000); in the data active = activation above about 47%;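 also: 0% = vehicle wells and 100% = reference agonist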
Target sequence (P35869 whole entry, looked up): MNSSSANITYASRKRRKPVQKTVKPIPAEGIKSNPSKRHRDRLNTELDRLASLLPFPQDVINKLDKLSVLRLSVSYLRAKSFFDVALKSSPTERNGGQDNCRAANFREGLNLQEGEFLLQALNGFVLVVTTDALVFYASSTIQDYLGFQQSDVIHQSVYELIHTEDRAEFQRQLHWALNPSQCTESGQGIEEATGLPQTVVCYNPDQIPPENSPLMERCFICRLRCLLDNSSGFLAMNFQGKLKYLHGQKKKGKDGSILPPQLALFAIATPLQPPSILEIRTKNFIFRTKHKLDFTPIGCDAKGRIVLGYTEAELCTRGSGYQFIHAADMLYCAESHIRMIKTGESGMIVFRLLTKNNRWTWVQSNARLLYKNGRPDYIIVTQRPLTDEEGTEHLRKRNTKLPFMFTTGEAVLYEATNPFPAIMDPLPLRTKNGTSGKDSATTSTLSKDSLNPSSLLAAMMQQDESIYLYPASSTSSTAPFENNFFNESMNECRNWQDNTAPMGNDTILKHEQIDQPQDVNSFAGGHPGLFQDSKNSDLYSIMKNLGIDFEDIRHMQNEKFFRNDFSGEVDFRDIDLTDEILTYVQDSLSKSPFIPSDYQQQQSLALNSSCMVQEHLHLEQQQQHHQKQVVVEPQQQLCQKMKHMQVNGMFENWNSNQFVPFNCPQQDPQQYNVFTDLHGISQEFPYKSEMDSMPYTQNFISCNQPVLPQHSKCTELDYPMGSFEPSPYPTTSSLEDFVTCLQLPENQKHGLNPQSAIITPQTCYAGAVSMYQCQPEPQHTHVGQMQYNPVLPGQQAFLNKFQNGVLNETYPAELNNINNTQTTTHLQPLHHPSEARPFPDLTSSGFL
LAP4-GFP MLPCN = yeast TOR pathway LAP4-GFP modulation | S. cerevisiae LAP4-GFP multiplex, flow cytometry GFP, 3 h; median GFP as percent of DMSO wells | GFP response vs DMSO, % at 10 µM | actives 0.34% (n = 320,000) | AID 2023;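 active = GFP response vs DMSO above a set limit, about the screen mean plus 3 SD, cut at about 150% in these data; inconclusive = under 70 cell events counted for the yeast strain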
Efflux pump inh = inhibitors of Candida antifungal efflux pumps expressed in yeast. S. cerevisiae Candida pump triplex, Nile Red efflux. inhibition, % at 10 µM. actives 0.44% (n = 330,000). AID 485275;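 active = plate passing quality check with inhibition over a set limit, or well fluorescence over plate mean plus 4 SD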;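 also: Nile Red retained in pooled yeast measured as flow cytometry median fluorescence; 0% = buffer negative control and 100% = Enniatin B positive control; higher means more Nile Red kept so more efflux inhibition; some compounds called inactive have numbers as strong as hits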
MEP2-GFP yeast = alters MEP2-GFP fluorescence in TOR pathway yeast screen | GFP response vs DMSO, % at 10 µM | S. cerevisiae MEP2-GFP strain, flow cytometry GFP, 3 h; 100% = DMSO control level | actives 0.51% (n = 330,000) | AID 2016;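 active = GFP response versus DMSO above a set limit, roughly screen mean plus 3 SD, cut at about 180% in these data; inconclusive = fewer than 70 cells counted for a yeast strain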;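 also: median GFP fluorescence of the barcode-gated MEP2-GFP cells per well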
AGP1-GFP MLPCN = yeast TOR pathway AGP1-GFP modulation. S. cerevisiae AGP1-GFP multiplex flow cytometry, 3 h; GFP as percent of DMSO wells. GFP response vs DMSO, % at 10 µM. actives 0.02% (n = 320,000). AID 2066;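 active = GFP response relative to DMSO above a set limit, near screen average plus 3 SD, cut at about 150% in these data; inconclusive = fewer than 70 cells counted for the yeast strain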;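 also: median GFP channel fluorescence of the gated AGP1 strain per well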
Yeast superoxide = yeast age-related superoxide inhibition as caloric restriction mimetic; S. cerevisiae aged cells, superoxide DHE fluorescence; hits give low values; superoxide response (% of plate mean), % at 10 µM; actives 0.18% (n = 330,000);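 active = superoxide response under a set limit, about three screen SD below normal, cut at about 65% in these data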;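 also: yeast aged for seven days with compound at 30 °C before DHE staining; 100% = average MFI of all compound-treated wells on the plate with controls excluded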
CIT2-GFP yeast = modulators of TOR pathway CIT2-GFP in S. cerevisiae. S. cerevisiae CIT2-GFP strain, flow cytometry, 3 h; 100 means same as DMSO wells. GFP response vs DMSO, % at 10 µM. actives 0.065% (n = 320,000). AID 2029;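 active = GFP response relative to DMSO above a set limit, near the screen mean plus 3 SD, cut at about 150% in these data; inconclusive = Fewer than 70 cells measured for a yeast strain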;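 also: ratio of well median GFP fluorescence to mean of DMSO wells on the plate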
RPL19A-GFP yeast = alters RPL19A-GFP fluorescence in TOR pathway yeast screen. S. cerevisiae RPL19A-GFP strain, flow cytometry, 3 h; hits give low values. percent response vs DMSO, % at 10 µM. actives 0.3% (n = 330,000);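 active = percent response vs DMSO below 50%; inconclusive = fewer than 70 events counted for the yeast strain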;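 also: median channel GFP fluorescence of the barcoded RPL19A-GFP strain; ratio of sample median GFP to plate DMSO average so 100% = DMSO; lower means less RPL19A-GFP as with rapamycin TOR inhibition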
Starred values were filed as active, the others as inactive; u = inconclusive; x = not tested or not shown; [ ] = dose if it differs, or a comment.

SMILES | AHR act | LAP4-GFP MLPCN | Efflux pump inh | MEP2-GFP yeast | AGP1-GFP MLPCN | Yeast superoxide | CIT2-GFP yeast | RPL19A-GFP yeast
OCC1CCCC(n2cnc3c(=S)nc[nH]c32)O1 (configuration not stated) | -1 | 97 | -0.1 | u | 87 | 99 | 95 | 92
Cc1cc(N2CCCC2=O)c(N)cc1N | -1 | 105 | 0.1 | 99 | 105 | 129 | 97 | 98
COc1ccc(-n2c(SCC(=O)Nc3cccc(C(=O)O)c3)nnc2-c2ccco2)cc1 | -2 | 93 | 0.2 | 99 | 100 | 101 | 104 | 106
C=CCn1c(=NC(=O)C2COc3ccccc3O2)sc2cccc(OC)c21 (configuration not stated) | 4 | 108 | 0.2 | 114 | 100 | 82 | 89 | 101
N#CC1=C(N)NC(SCC(=O)c2ccccc2)=C(C#N)C12CCCC2 | 41 | 94 | 0.1 | 90 | 94 | 107 | 89 | 97
O=C(c1ccc2c(=O)n3c(nc2c1)CCCCC3)N1CCCCC1 | 1 | 123 | -0.1 | 110 | 107 | 102 | 112 | 86
c1coc(-c2nnc(SCc3nc4ccccc4[nH]3)o2)c1 | 49* | 93 | -0.1 | 96 | 93 | 90 | 101 | 96
COc1cc(CNc2ncnc3c2[nH]c2ccc(C)cc23)cc(OC)c1 | 27 | 121 | 0.0 | 95 | 109 | 106 | 93 | 95
CCOc1ccc(NC(=O)NCCCn2c(C)nc3cc(C)c(C)cc32)cc1 | 6 | 100 | -0.4 | 97 | 107 | 102 | 99 | 101
O=C(c1cn(Cc2ccccc2)nc1-c1cccnc1)N1CCN(Cc2c(F)cccc2Cl)CC1 | 0 | 103 | 0.2 | 107 | 101 | 93 | 100 | 102
COc1ccccc1N(C)C(=O)c1cc(S(=O)(=O)N2CCc3ccccc32)cn1C | 0 | 118 | -0.1 | 94 | 108 | 89 | 115 | 100
O=C(N/N=C/c1ccc(OC(F)F)cc1OC(F)F)c1cccc(S(=O)(=O)N2CCOCC2)c1 | 2 | 103 | 0.5 | 103 | 98 | 100 | 93 | 99

Arranged by count of non-hydrogen atoms (rising): some entries from above
SMILES | AHR act | LAP4-GFP MLPCN | Efflux pump inh | MEP2-GFP yeast | AGP1-GFP MLPCN | Yeast superoxide | CIT2-GFP yeast | RPL19A-GFP yeast
Cc1cc(N2CCCC2=O)c(N)cc1N | -1 | 105 | 0.1 | 99 | 105 | 129 | 97 | 98
c1coc(-c2nnc(SCc3nc4ccccc4[nH]3)o2)c1 | 49* | 93 | -0.1 | 96 | 93 | 90 | 101 | 96
N#CC1=C(N)NC(SCC(=O)c2ccccc2)=C(C#N)C12CCCC2 | 41 | 94 | 0.1 | 90 | 94 | 107 | 89 | 97
C=CCn1c(=NC(=O)C2COc3ccccc3O2)sc2cccc(OC)c21 (configuration not stated) | 4 | 108 | 0.2 | 114 | 100 | 82 | 89 | 101
COc1ccc(-n2c(SCC(=O)Nc3cccc(C(=O)O)c3)nnc2-c2ccco2)cc1 | -2 | 93 | 0.2 | 99 | 100 | 101 | 104 | 106
O=C(N/N=C/c1ccc(OC(F)F)cc1OC(F)F)c1cccc(S(=O)(=O)N2CCOCC2)c1 | 2 | 103 | 0.5 | 103 | 98 | 100 | 93 | 99

(cont.)
SMILES | AHR act | LAP4-GFP MLPCN | Efflux pump inh | MEP2-GFP yeast | AGP1-GFP MLPCN | Yeast superoxide | CIT2-GFP yeast | RPL19A-GFP yeast
CCOc1ccc2oc(C(=O)NC(C)(C)CC)c(C)c2c1 | 20 | 111 | -0.1 | 69 | 83 | 100 | 94 | 95
CCOC(=O)CN1C(=O)C(=O)N(Cc2ccccc2F)C1=O | 3 | 102 | -0.1 | 105 | 106 | 110 | 106 | 99
O=c1c2c(n3cnnc3n1-c1ccccc1)-c1ccccc1CC21CCCCC1 | 3 | 85 | 0.1 | 97 | 89 | 104 | 91 | 99
C=CCNc1oc(-c2cccs2)nc1S(=O)(=O)c1ccccc1 | -3 | 97 | 0.0 | 100 | 94 | 107 | 99 | 103
Cc1cccc(NC(=O)c2ccc([N+](=O)[O-])o2)n1 | 0 | 109 | 0.0 | 98 | 95 | 101 | 95 | 98
COc1ccc2[nH]c(=O)c(CN(C(=O)C3CCCO3)c3ccc(C)c(C)c3)cc2c1 (configuration not stated) | 6 | 96 | 0.4 | 99 | 107 | 123 | 96 | 101
Cc1ccc(C)c(COC(=O)c2cc([N+](=O)[O-])ccc2N2CCOCC2)c1 | 6 | 109 | 0.1 | 101 | 103 | 100 | 105 | 110
Cc1cc2c(cc(C(=O)NCCCN3CCOCC3)n2Cc2ccc(Cl)cc2)o1 | -1 | 120 | 0.0 | 110 | 104 | 82 | 103 | 99
CC1CN(C(=O)CN2C(=O)c3ccccc3S2(=O)=O)CC(C)O1 (configuration not stated) | 0 | x | 0.0 | 89 | 97 | 103 | 92 | 97
C=CCn1c(=O)c2c(nc3n2CCS3)n(C)c1=O | 6 | 101 | 0.0 | 102 | 109 | 100 | 104 | 101
COc1cc(SC)ccc1C(=O)Nc1nc2ccccc2[nH]1 | -4 | 117 | -0.6 | 103 | 96 | 96 | 91 | 100
O=S(=O)(c1ccc2ccccc2c1)N1CCN(C(=S)Nc2ccccc2F)CC1 | 4 | 100 | -0.1 | 104 | 106 | 91 | 104 | 100
COc1ccc(Nc2ncnc3ccccc23)c(OC)c1 | 16 | 106 | -0.1 | 107 | 102 | 100 | 95 | 99
OCCN1CCN(c2nc3ccccc3nc2-c2ccccc2)CC1 | 10 | 103 | 0.0 | 97 | 103 | 103 | 109 | 98
Cc1ccc(OC(C)C(=O)Nc2ccc(Cl)cn2)c([N+](=O)[O-])n1 (configuration not stated) | 5 | 101 | -0.1 | 95 | 101 | 117 | 97 | 98
CN(C)CCCN(C(=O)c1cc(-c2cccs2)nc2ccccc12)c1nc2c(F)cccc2s1 | 9 | 74 | -0.1 | 104 | 82 | 94 | 101 | 103
O=C(Cn1[nH]c(=O)c2ccccc2c1=O)OCC(=O)c1ccccc1Cl | -2 | 113 | 0.1 | 103 | 112 | 105 | 102 | 104
O=C(Nc1cc(C(F)(F)F)ccc1-n1cncn1)c1ccc(-c2ccccc2)cc1 | 7 | 112 | -0.3 | 93 | 94 | 99 | 87 | 95
CCS(=O)(=O)N1CCCC(C(=O)NCCN(C)Cc2ccccc2)C1 (configuration not stated) | -1 | 110 | -0.1 | 114 | 112 | 92 | 117 | 105
NC(=O)C1(N2CCCCC2)CCN(c2ccc3nnc(-c4ccccc4)n3n2)CC1 | 9 | 89 | -0.2 | 95 | 97 | 105 | 96 | 94
CCC(C)[C@H](NC(=O)N1CCn2c1nc1ccccc12)C(=O)NCc1ccccc1 (some centres not stated) | 9 | 103 | 0.1 | 109 | 104 | 80 | 105 | 100
Cc1ccccc1S(=O)(=O)N1[C@@H](c2ccccc2)C(C(=O)O)=CC[C@H]1c1ccc(Cl)cc1 | -2 | 134 | 0.0 | 88 | 88 | 83 | 112 | 100
O=S(=O)(c1ccc(SCCOc2ccccc2Cl)nc1)N1CCCC1 | -2 | 90 | -0.2 | 93 | 94 | 117 | 95 | 96
Cc1ccc(NC(=O)CSc2nc(NS(=O)(=O)c3ccccc3)cc(=O)[nH]2)cc1 | 2 | 106 | -0.1 | 102 | 99 | 111 | 98 | 100
CC(OC(=O)c1ccc(Cl)c(S(=O)(=O)N2CCOCC2)c1)C(=O)NC1CCCCC1C (configuration not stated) | -1 | 100 | -0.1 | 94 | 107 | 96 | 103 | 99
O=C(CCNC(=O)N1CCn2c1nc1ccccc12)NCc1ccccc1Cl | -2 | 89 | -0.3 | 105 | 98 | 102 | 107 | 105
CC(C)CCNC(=O)C(c1ccc(O)cc1)N(Cc1ccco1)C(=O)CCC(=O)Nc1nccs1 (configuration not stated) | 8 | 91 | -0.1 | 105 | 104 | 82 | 106 | 107
N#Cc1c(NCCN)nc(-c2ccccc2)c2c1CCCC2 | 6 | 90 | 0.0 | 99 | 67 | 97 | 109 | x
O=C(OC(C(=O)NCc1ccccc1)c1ccccc1F)c1ccco1 (configuration not stated) | -1 | 100 | 0.1 | 96 | 106 | 87 | 107 | 102
O=S1(=O)N=C(N2CCCC2)c2ccccc21 | -1 | 99 | 0.0 | 103 | 103 | 112 | 106 | 103
CCN(CC)C(=O)COC(=O)c1cc(-c2ccc(OC)cc2)nc2ccccc12 | 6 | 122 | 0.0 | 124 | 113 | 134 | 112 | 109
CCOC(=O)c1cccnc1NC(=O)c1ccncc1 | 7 | 98 | -0.1 | 106 | 101 | 92 | 103 | 103
CCCCC(=O)Nc1ccc2oc(-c3ccncc3)nc2c1 | -12 | 79 | 0.0 | 74 | 76 | 90 | 73 | 83
COc1ccc(C(=O)NNC(=O)CCn2nnc(-c3ccc(C)cc3)n2)cc1OC | -1 | u | -0.1 | u | u | 100 | 99[may fluoresce red] | u
COc1ccc(C2C3=C(CCCC3=O)Nc3nc(-c4cc(OC)c(OC)c(OC)c4)nn32)cc1OC (configuration not stated) | 9 | 100 | -0.1 | 105 | 104 | 102 | 98 | 100
CN(C)c1ccc(NC(=O)Nc2cccc3ccccc23)cc1 | 34 | 97 | 0.4 | 99 | 100 | 122 | 91 | 96
O=C(O)COc1ccccc1/C=N/NC(=O)CSc1nnc(-c2ccc(Cl)cc2)n1C1CCCCC1 | -1 | 112 | 0.0 | 99 | 108 | 103 | 90 | 101
CCC(C)N(C(=O)Cn1nc(C)c([N+](=O)[O-])c1C)C1CCS(=O)(=O)C1 (configuration not stated) | 32 | 103 | -0.1 | 102 | 104 | 109 | 103 | 100
COc1cc2c(N3CCOCC3)cc(O)c(CC(=O)Nc3ccccc3)c2cc1OC | 15 | 96 | 0.0 | 107 | 98 | 93 | 94 | 98
O=C1CC(c2ccccc2)Sc2nc3ccccc3n21 (configuration not stated) | 5 | 93 | -0.1 | 96 | 101 | 89 | 98 | 100
CNC(=S)NNC(=O)c1ccccc1Cl | -2 | 116 | 0.2 | 107 | 106 | 93 | 107 | 102
O=C(CSc1nc2ccc(Cl)cc2[nH]1)NC1CCCc2ccccc21 (configuration not stated) | 20 | 91 | 0.3 | 103 | 102 | 99 | 99 | 105
CN(C)S(=O)(=O)c1cccc(C(=O)C2=C3SC=C(c4ccccc4)N3CC2)c1 | 6 | 91 | -0.1 | 100 | 99 | 84 | 99 | 95
Cc1ccc(NC(=O)NCC2CCN(Cc3cc(C)ccc3Cl)CC2)c(C)c1 | -2 | 104 | -0.1 | 107 | 111 | 90 | 98 | 103
CCOC(=O)C1=C(C)N(C)C(C)=C(C(=O)OCC)C1c1ccc(C(=O)OC)cc1 | -1 | u | -0.2 | u | u | 87 | u | u
